PHOSPHO1 inh = blocks human PHOSPHO1 phosphatase activity. Q8TCT1. recombinant PHOSPHO1, absorbance phosphatase assay. inhibition, % at 13.3 µM. actives 1.1% (n = 290,000). AID 1565; in the data active means inhibition above about 60%
Target sequence (Q8TCT1 whole entry, looked up): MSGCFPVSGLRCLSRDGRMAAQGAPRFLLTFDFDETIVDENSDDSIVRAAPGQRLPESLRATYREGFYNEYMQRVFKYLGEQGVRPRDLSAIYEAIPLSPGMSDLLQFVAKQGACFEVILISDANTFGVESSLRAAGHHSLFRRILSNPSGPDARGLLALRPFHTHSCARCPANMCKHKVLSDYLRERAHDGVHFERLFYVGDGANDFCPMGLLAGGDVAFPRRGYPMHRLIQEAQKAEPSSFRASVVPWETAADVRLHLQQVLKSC
pCIP destab = p/CIP protein destabilization. F442A p/CIP-EGFP cells, EGFP fluorescence, 16 h. actives 0.01% (n = 290,000). decrease of EGFP signal, % at 10 µM;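 active means EGFP signal decrease of at least 30% at 10 µM or well 3 SD below plate mean, unless failing retest; inactive means the rest, including hits failing retest or dose response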; further: some compounds called inactive have numbers as strong as hits; many of its hits are not listed in these tables
MEKK3 PB1 HTS = raises or lowers MEK5 binding to the human MEKK3 PB1 domain. bead-based flow cytometry, Alexa488-MEK5 binding to MEKK3; actives lie on both sides; 0 = blocked by unlabeled MEK5, 100 = vehicle. binding response (% of control), % at 10 µM. actives 1.4% (n = 290,000);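 active means binding response more than 3 SD above or below the average of its plate-row segment, actives on both sides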;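 further: Alexa488 bead fluorescence after subtracting the streptavidin-only scavenger bead signal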
CRFR2-BP ag = CRF-BP/CRF-R2 complex agonism | HEK293 CRF-R2/CRF-BP, calcium dye fluorescence (FLIPR); percent of saturating CRF peptide response | activation, % at 13.2 µM | actives 0.46% (n = 350,000);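 active means activation of at least 50%, plus an integration ratio under a set limit after plate pattern correction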;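 further: plate controls were neutral control wells without compound for no effect and CRF at EC100 for full effect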
IDE cell inh = cellular human IDE inhibition | P14735 | HEK cells, FAbetaB cleavage, fluorescence polarization | inhibition, % at 5.59 µM | actives 0.41% (n = 320,000) | AID 434962;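 active means percent inhibition above the average of all tested compounds plus 3 SD, set per screening campaign, cut at about 16% in these data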;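 further: IDE supplied by intact live HEK cells; FP after avidin binding of uncleaved biotin substrate so inhibition keeps polarization high; 0% = DMSO wells and 100% = 60 µM reference IDE inhibitor Ii1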
CHRM4 PAM = positive allosteric modulators of human muscarinic M4 receptor; actives 0.4% (n = 360,000); CHO-K1 hM4/Gqi5, Fluo-8 calcium fluorescence, ACh EC20; 0% = ACh EC20, 100% = maximal ACh; P08173; activation, % at 3 µM; AID 624126;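 active means activation above its plate's cutoff, the mean activation of sample wells plus 3 SD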; further: some results filed as inactive read as strong as hits
Target sequence (P08173 whole entry, looked up): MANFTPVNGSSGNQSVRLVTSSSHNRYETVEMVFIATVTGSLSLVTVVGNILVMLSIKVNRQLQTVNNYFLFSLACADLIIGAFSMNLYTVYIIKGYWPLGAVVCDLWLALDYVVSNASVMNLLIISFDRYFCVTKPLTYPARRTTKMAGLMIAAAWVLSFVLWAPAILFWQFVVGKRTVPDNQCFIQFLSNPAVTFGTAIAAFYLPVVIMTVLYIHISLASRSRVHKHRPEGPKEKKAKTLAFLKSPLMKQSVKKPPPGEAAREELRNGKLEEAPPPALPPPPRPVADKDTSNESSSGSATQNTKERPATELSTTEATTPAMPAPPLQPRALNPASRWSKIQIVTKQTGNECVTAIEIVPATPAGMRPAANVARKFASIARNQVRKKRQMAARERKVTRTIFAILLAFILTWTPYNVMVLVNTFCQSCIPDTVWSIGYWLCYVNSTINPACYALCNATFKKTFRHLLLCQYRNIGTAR
GalR3 antagonist = blocks the human galanin receptor 3. HEK293 GalR3-CNG cAMP membrane potential fluorescence; galR3 body fused to GalR1 C-terminus. actives 0.44% (n = 360,000). O60755. inhibition, % at 3 µM;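 active means inhibition above the screen-wide average plus 3 SD, cut at about 13% in these data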;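 further: forskolin and galanin both at EC90 stimulate the cells; cAMP rise reported by CNG channel membrane potential dye signal; 0% = forskolin plus galanin with DMSO and 100% = forskolin alone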
Target sequence (O60755 1-299 limits assumed): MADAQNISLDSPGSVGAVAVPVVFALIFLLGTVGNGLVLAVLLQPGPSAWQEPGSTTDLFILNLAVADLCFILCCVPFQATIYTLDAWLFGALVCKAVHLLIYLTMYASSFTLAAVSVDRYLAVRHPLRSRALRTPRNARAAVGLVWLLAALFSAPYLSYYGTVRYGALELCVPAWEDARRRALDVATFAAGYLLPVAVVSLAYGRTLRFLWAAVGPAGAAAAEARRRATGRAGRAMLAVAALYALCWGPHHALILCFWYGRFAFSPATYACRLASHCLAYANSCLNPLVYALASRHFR
CRFR2-BP antag = CRF-BP/CRF-R2 complex antagonism | actives 0.59% (n = 350,000) | AID 588475 | inhibition, % at 11.8 µM | HEK293 CRF-R2/CRF-BP, CRF-induced calcium fluorescence;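 active means inhibition of the ligand-induced calcium signal above about 50% at the single tested concentration, limit read from the data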
IDE act = activators of human insulin-degrading enzyme in cells. AID 493087. HEK cells, FAbeta-B cleavage, fluorescence polarization; 0% vehicle, 100% cell-free pure enzyme wells. P14735. actives 0.073% (n = 340,000). activation, % at 5.96 µM;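 active means activation above the mean of all tested compounds plus 3 SD, set per screening campaign, cut at about 17% in these data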
* hit, by the source's call; / = no result given. Outcome played no part in choosing rows; 4.2% or so of the library scored in one or more.

SMILES	PHOSPHO1 inh	pCIP destab	MEKK3 PB1 HTS	CRFR2-BP ag	IDE cell inh	CHRM4 PAM	GalR3 antagonist	CRFR2-BP antag	IDE act
COCCNC(=O)/C(C#N)=C/c1ccc(SC)cc1	6	-18	106	0.5	-1	-3	-4	-7	/
O=C(/C(=C(\[O-])c1ccccc1)[n+]1ccc2ccccc2c1)c1ccc([N+](=O)[O-])cc1	-7	-2	103	1.3	-4	-4	4	2	-1
O=C(CS(=O)(=O)c1ccccc1)Nc1nnc(Cc2ccccc2)s1	31	-18	98	-1.0	-5	1	1	5	6
Cc1oc(=O)c(NC(=O)c2ccccc2)cc1C(N)=O	-26	-1	101	-3.2	0	1	-7	19	/
CCCC(=O)c1cc2c(cc1NC(=O)CC)OCCO2	56	-1	100	-1.8	7	-2	-3	4	3
CCc1cccc(CC)c1NC(=O)CSc1nc2ccc(N3C(=O)C4C(C3=O)[C@H]3C=C[C@@H]4C3)cc2s1 (stereo partly specified)	-7	-3	101	-1.3	2	-5	0	2	5
CCOc1ccc(OCC(=O)OCC(=O)N(CC(C)C)c2c(N)n(Cc3ccccc3)c(=O)[nH]c2=O)cc1	/	/	/	2.5	-5	0	-1	-21	7
C=C(C)c1ccc(C(C)(C)NC(=O)NCc2ccco2)cc1	20	2	108	-2.4	-2	12	0	-3	6
Nc1cccnc1Oc1ccccc1F	25	-4	102	-0.8	2	-4	0	-1	5
O=C(c1ccco1)N1CCN(Cc2nc3ccc([N+](=O)[O-])cc3c(=O)n2-c2ccccc2F)CC1	0	-3	110	0.3	0	-10	6	-29	2
COc1ccc(N2C(=O)CC(S/C(N)=N/N=C/c3ccnc4ccccc34)C2=O)cc1 (stereo unspecified)	-4	4	104	/	5	/	/	/	/
N#C/C(=C/Nc1ccccc1)c1ccsc1	-12	0	97	-2.7	3	-4	-6	-9	2
COc1ccc(-c2ocnc2C(=O)Nc2ccc3c(c2)CCC3)cc1	28	-8	97	1.7	3	2	-8	-9	-5
COc1ccc(C2=NNC(c3cccnc3)=Nc3ccc(OC)cc32)cc1	0	3	103	1.6	5	-1	-4	-8	0
CCC1CN(C(=O)NCc2ccccc2)c2cc(Cl)ccc2O1 (stereo unspecified)	18	-3	110	-4.0	/	-11	-9	5	-2
O=C1CSC(c2cn(-c3ccccc3)nc2-c2cccs2)N1CC1CCCO1 (stereo unspecified)	26	5	111	1.8	8	2	-3	-18	1
O=C(N/N=C/c1ccncc1)c1cccc([N+](=O)[O-])c1	-5	0	127	/	0	/	-5	/	/
CCOC(=O)c1c(C)n(C)c2cc(-c3ccc(F)cc3)c(O)cc12	3	-5	94	1.2	2	5	-2	10	-3
OCCN(CC#CCn1c2ccccc2c2ccccc21)CCO	13	1	102	-5.2	0	-24	-6	21	2
COc1cccc(CNc2cc(C)ccn2)c1O	14	-10	100	-0.4	2	2	-3	2	-1
CNc1nc(Cl)c(SC)c(NCc2cccc(OC)c2)n1	15	-4	103	-0.3	-3	-4	-9	2	3
COc1ccc(C(=O)Nc2c(C(C)(C)C)nn(C)c2C(C)(C)C)cc1	10	8	104	-2.2	4	8	-3	5	10
Cc1cc2ncn(C(=O)N3CCCCCC3)c2cc1C	-7	-2	89	-1.3	-3	0	-2	-7	-2
Cc1ccc(S(=O)(=O)N2CCC(C(=O)NCCCN3CCCC3=O)CC2)cc1C	41	-10	102	-0.2	1	22*	2	-6	2
Cc1ccc(CNC(=O)CN(C)S(=O)(=O)c2cccc3cccnc23)cc1	20	-16	104	-0.4	-3	-1	2	-3	1

A few values from the entries so far:
CHRM4 PAM, N#C/C(=C/Nc1ccccc1)c1ccsc1 is entered as -4
CHRM4 PAM, Cc1ccc(S(=O)(=O)N2CCC(C(=O)NCCCN3CCCC3=O)CC2)cc1C is entered as 22*
IDE act, O=C(c1ccco1)N1CCN(Cc2nc3ccc([N+](=O)[O-])cc3c(=O)n2-c2ccccc2F)CC1 is entered as 2
PHOSPHO1 inh, CCOC(=O)c1c(C)n(C)c2cc(-c3ccc(F)cc3)c(O)cc12 is entered as 3

Next part.
SMILES	PHOSPHO1 inh	pCIP destab	MEKK3 PB1 HTS	CRFR2-BP ag	IDE cell inh	CHRM4 PAM	GalR3 antagonist	CRFR2-BP antag	IDE act
COc1ccc(-c2nnc(NC(=O)c3ccc(S(=O)(=O)N4COCC4(C)C)cc3)o2)cc1	14	-13	/	-0.2	-3	-3	-3	-10	-5
CN(Cc1cccnc1)Cc1cn(Cc2ccccc2)nc1-c1ccc2c(c1)OCO2	24	6	98	0.2	4	-8	1	-10	-2
CCN(CC)C(=O)Cn1cc(S(=O)(=O)CC(=O)Nc2ccc3c(c2)OCCO3)c2ccccc21	-11	-2	103	-1.7	5	1	-6	-13	4
CCOc1ccc(C(=O)Nc2c3c(nn2-c2cccc(C)c2C)CS(=O)C3)cc1 (stereo unspecified)	-7	-12	101	-0.5	-2	6	1	7	9
COc1ccc(CC(=O)N(Cc2cc3cc(OC)ccc3[nH]c2=O)C(C)C)cc1	-12	-15	100	0.9	-2	-7	-1	-1	5
O=C(Nc1cccnc1Cl)c1ccc(Cl)cc1	39	3	104	-0.9	3	5	-10	0	4
CC1CC(C)CN(C(=O)Cn2c(=O)n(CCCCC(=O)NC3CCCC3)c(=O)c3ccccc32)C1 (stereo unspecified)	-14	-6	100	-1.4	2	2	2	-7	-2
CC(C)CN(C(=O)COC(=O)c1ccc(Br)o1)c1c(N)n(Cc2ccccc2)c(=O)[nH]c1=O	/	/	/	-0.7	7	8	-2	4	5
COc1ccc(NC(=S)N(CCCN2CCOCC2)Cc2ccccn2)cc1	-5	10	100	0.5	3	2	-7	-6	-2
CN(C)c1nc(SCC(=O)Nc2ccc(Cl)c(Cl)c2)nc(N2CCOCC2)n1	11	-10	101	0.6	23*	6	-7	-18	-56
O=C(CSc1ccc(Cl)cc1)NC(=O)c1ccccc1	/	/	/	-0.6	5	19	-7	-9	5
O=C(Cc1ccc(Cl)cc1)Nc1ccc(NC(=O)c2cccs2)cc1	-28	-4	95	-1.0	-6	6	-7	-6	1
COc1cccc(OCCn2cc(C=O)c3ccccc32)c1	19	-8	97	-0.9	-2	-3	-10	3	6
COc1ccc(CC2(CO)CCN(Cc3ccc(OC(F)(F)F)cc3)CC2)cc1	40	8	107	2.5	1	-16	17*	-17	-3
COc1ccc(S(=O)(=O)N(C)C[C@H]2Oc3c(NC(=O)C4CCCCC4)cccc3C(=O)N([C@H](C)CO)C[C@@H]2C)cc1	/	/	/	-1.6	2	2	-2	3	3
C=CCNc1ccccc1S(=O)(=O)NCc1ccccc1	/	/	/	-6.9	/	2	-4	-1	4
CCN1C[C@@H]2[C@@H]3C(=O)N(Cc4ccccc4)C(=O)[C@@H]3[C@](CC)(C1=O)N2C(=O)c1ccc(Br)cc1	/	/	/	-1.9	/	6	-4	3	1
CC(NCC(=O)Nc1ccccc1C(=O)NC1CC1)c1cccc(Cl)c1 (stereo unspecified)	/	/	/	-0.4	/	6	-2	66*	-1
O=c1cc(CSc2nnc(-c3ccccc3)o2)c2ccccc2[nH]1	-7	0	103	-2.3	2	-4	0	1	-3
Cc1ccc(/C=N/N=C/c2ccc(C)cc2)cc1	6	0	100	4.2	-2	3	-2	12	-2
CC(C)C1S/C(=N/N=C/c2ccco2)NC1=O (stereo unspecified)	14	-7	102	-2.0	-5	2	-11	10	4
CCOc1nc(N2CCOCC2)nc(C)c1[N+](=O)[O-]	-4	-5	123	0.2	-1	0	-3	-7	6
Cc1ccc2c(c1)NC(C(C)(C)C)CO2 (stereo unspecified)	21	-11	103	0.4	3	15	8	-14	4
Cc1ccc(CS(=O)(=O)CCC(=O)NCc2ccccc2Cl)cc1	24	-13	100	-3.9	7	2	-6	-3	-1
CCOc1ccccc1NC(=O)Nc1ccc(Br)cn1	-7	-6	102	3.5	0	-2	0	-11	-3

Carrying on:
SMILES	PHOSPHO1 inh	pCIP destab	MEKK3 PB1 HTS	CRFR2-BP ag	IDE cell inh	CHRM4 PAM	GalR3 antagonist	CRFR2-BP antag	IDE act
Cc1cc(NS(=O)(=O)c2ccc(NC(=O)C(C(C)C)N3C(=O)c4ccccc4C3=O)cc2)nc(C)n1 (stereo unspecified)	29	-7	104	-2.0	2	-4	-1	18	-6
CCc1ccccc1NC(=O)CCC(=O)OCC(=O)c1ccc(-c2ccccc2)cc1	7	5	99	1.1	2	-1	1	5	-3
CC(=O)c1cc(NC(=O)c2ccc([N+](=O)[O-])cc2)c(=O)oc1C	29	-17	95	-0.5	3	-4	-3	3	-2
CCSc1ccc([C@@H]2[C@H]3C(=O)N(C)C(=O)[C@H]3[C@]3(C(=O)OC)CCCCN23)cc1OC	/	/	/	-3.5	6	-3	-1	10	3
C1=CCN(c2nc(N3CCOCC3)nc(N3CCCc4ccccc43)n2)CC1	/	/	/	-0.7	/	6	-6	-18	/
CN(C(=O)COC(=O)CN1C(=O)c2ccccc2C1=O)c1c(N)n(Cc2ccccc2)c(=O)[nH]c1=O	/	/	/	2.5	-1	8	-3	9	9
N#CC(Cc1ccc(OC(F)F)cc1)c1nc2ccccc2[nH]1 (stereo unspecified)	5	-9	115	-5.5	3	7	-4	21	1
Cc1ccc(/C=C2\SC(=S)N(CCC(=O)NNS(=O)(=O)c3ccccc3)C2=O)cc1	35	-3	92	-0.5	-1	4	/	-9	-2
COc1ccc(NC(=O)CCc2nnc3ccc(N4CCN(c5cccc(OC)c5)CC4)nn23)cc1	13	-4	96	-0.6	6	-4	-6	25	-5
Cc1nc2nc(C)c(CCC(=O)O)c(C)n2n1	2	5	102	-1.7	-5	-4	-3	-16	3
C[C@H](CO)N1C[C@H](C)[C@@H](CN(C)C(=O)Nc2ccc(C(F)(F)F)cc2)Oc2c(NC(=O)Nc3ccc(C(F)(F)F)cc3)cccc2C1=O	/	/	/	15	0	14	-10	-1	3
CC1(C)Oc2ccc3ccc(=O)oc3c2-c2cn[nH]c21	14	2	102	0.8	6	15	1	-15	-2
C=CCNC(C(=O)Nc1cccc(OC)c1)c1ccccc1 (stereo unspecified)	24	8	91	-2.2	5	5	-4	3	-3
CCN1C(=O)[C@H]2[C@H]3[C@H](O)[C@H](O)C/C(=N\OC[C@@H](C)[C@H](OCc4ccccc4)C(C)C)[C@@H]3CC[C@H]2C1=O	1	-5	101	/	7	/	/	/	/
C=CCSc1nnc(-c2cccc3ccccc23)o1	/	/	/	-0.7	-8	2	-6	6	4
O=C(CSc1ccc(Cl)cc1)Nc1ccc(N2CCN(C(=O)c3ccc(Cl)cc3)CC2)cc1	3	-10	105	-0.2	2	-6	-5	13	-5
CC(=O)Nc1ccc(NC(=O)CCC(=O)OCC(=O)c2ccc(F)cc2)cc1	17	-8	100	4.1	-7	7	-7	9	4
COc1ccc(CNC(=O)c2sccc2-c2ccccc2)cc1OC	47	-20	103	0.1	2	-5	-1	14	5
CCOc1ccc(C(=O)N[C@H](C(=O)NNC(=O)c2cccs2)C(C)C)cc1	/	/	/	-3.0	3	2	-6	-7	0
Cc1ccc(S(=O)(=O)N2CCOCC2)cc1C(=O)OCC(=O)NC1CCCCC1	/	/	/	-0.7	/	3	2	8	5
O=C(COc1cccc(Br)c1)N/N=C/C(=O)c1ccccc1	-16	1	106	0.4	3	6	0	-16	-3
CCCCCN(C(=O)CCC(=O)OC(C)C(=O)NCc1ccccc1)c1c(N)n(CCCC)c(=O)[nH]c1=O (stereo unspecified)	/	/	/	-1.6	-4	0	2	6	1

Fetched by compound from the entries so far:
SMILES	PHOSPHO1 inh	pCIP destab	MEKK3 PB1 HTS	CRFR2-BP ag	IDE cell inh	CHRM4 PAM	GalR3 antagonist	CRFR2-BP antag	IDE act
Cc1ccc(/C=C2\SC(=S)N(CCC(=O)NNS(=O)(=O)c3ccccc3)C2=O)cc1	35	-3	92	-0.5	-1	4	/	-9	-2
C1=CCN(c2nc(N3CCOCC3)nc(N3CCCc4ccccc43)n2)CC1	/	/	/	-0.7	/	6	-6	-18	/
